# Assay outcomes as filed in PubChem.
# BLM inh: qHTS Assay for Inhibitors of Bloom's syndrome helicase (BLM). Potency, µM (series often up to 56.1 µM), for inactives: top-dose activity change, negative = inhibition, actives largely listed as inhibitors. actives 0.2% (n = 350,000). recombinant BLM DNA unwinding, fluorescence dequenching;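 further: plate controls were vehicle for no effect and no enzyme for full effect; nearly all actives have a fitted effect of over 35% in size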
# Apoferritin bind: qHTS Assay for Identification of Novel General Anesthetics; actives 0.074% (n = 350,000); AID 485281, 2010; Ferritin light chain (Equus caballus), P02791; apoferritin/1-aminoanthracene competitive binding, fluorescence; Potency, µM (doses to about 77.5 µM), inactives show top-dose activity change, negative = displacement, usual class: inhibitors; further: on the % scale 0 is the no-effect control and ±100 the full control effect; nearly all actives have a fitted effect of over 20% in size
# Target sequence (P02791 2-175 limits assumed): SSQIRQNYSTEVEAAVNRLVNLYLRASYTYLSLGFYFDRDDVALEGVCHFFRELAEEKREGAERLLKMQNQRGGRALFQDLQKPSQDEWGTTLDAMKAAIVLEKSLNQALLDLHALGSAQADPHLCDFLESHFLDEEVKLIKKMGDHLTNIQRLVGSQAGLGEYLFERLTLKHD
#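 Read-out: endpoint 1-AMA fluorescence, excitation 380 nm and emission 535 nm, after compounds sit 10 min at room temperature with 10 uM horse-spleen apoferritin in 50% saturated 1-AMA/PBS. Values come from four-parameter Hill fits.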
# APEX1 inh: qHTS Assay for Inhibitors of the Human Apurinic/apyrimidinic Endonuclease 1 (APE1); DNA repair nuclease/redox regulator APEX1 (Homo sapiens), P27695; recombinant APE1, TAMRA/BHQ-2 abasic DNA cleavage fluorescence; Potency, µM (titrated, usually from 65.8 µM), inactives show top-dose activity change, negative = inhibition, actives largely listed as inhibitors; actives 0.35% (n = 350,000); AID 2517, 2012;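 further: plate controls were vehicle for no effect and reference inhibitor for full effect; nearly all actives have a fitted effect of over 55% in size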
#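 Enzyme (0.75 nM final) and test compound are incubated 15 min at room temperature before adding 50 nM quenched THF abasic-site duplex. Cleavage dequenches TAMRA, followed at 525/598 nm over three reads one minute apart.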
# Pol eta inh: qHTS for Inhibitors of Polymerase Eta; DNA polymerase eta (Homo sapiens), Q9Y253; recombinant Pol eta, fluorescent DNA replication assay; Potency, µM (titrated, usually from 114 µM), for the others: top-dose activity change, negative = inhibition, most hits filed as inhibitors; actives 1.2% (n = 390,000); AID 588591, 2011; further: on the % scale 0 is the no-effect control and ±100 the full control effect
#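 Fluorescent replication assay: 50 nM final substrate added after a 15 min room-temperature compound preincubation with 10 nM enzyme. Signal taken at 0 min and again at 10 min.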
# POLI inh: qHTS for Inhibitors of Polymerase Iota. Pol iota fluorescent replication assay, 10 min. Potency, µM (doses to about 115 µM), inactives show top-dose activity, negative = inhibition, hits mostly inhibitors. actives 1% (n = 390,000)
#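 Fluorescent replication assay read twice, at 0 min and 10 min after adding 50 nM (final) substrate. Enzyme (10 nM) and compounds were first incubated 15 min at room temperature; enzyme-free buffer wells were negative controls.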
# BAZ2B block: qHTS Assay for Inhibitors of BAZ2B. Potency, µM (titrated, usually from 114 µM), without a hit: top-dose activity change, negative = inhibition, actives largely listed as inhibitors. Bromodomain adjacent to zinc finger domain protein 2B (Homo sapiens), Q9UIF8. AlphaScreen BAZ2B-H3K14Ac peptide displacement. actives 4.4% (n = 360,000); further: on the % scale 0 is the no-effect control and ±100 the full control effect; nearly all actives have a fitted effect of over 60% in size
#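 Multi-concentration screen (max 110 uM) measuring displacement of acetylated histone H3 peptide from BAZ2B by AlphaScreen, using 50 nM protein, 50 nM peptide and 10 ug/mL streptavidin donor plus Ni-chelate acceptor beads.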
# Pol kappa inh: qHTS for Inhibitors of Polymerase Kappa. Potency, µM (series often up to 107 µM), for the others: at the highest dose activity, negative = inhibition, most hits filed as inhibitors. purified Pol kappa, fluorescent DNA synthesis assay, 10 min. actives 0.53% (n = 400,000). DNA polymerase kappa (Homo sapiens), Q9UBT6; further: on the % scale 0 is the no-effect control and ±100 the full control effect
# Target sequence (Q9UBT6 whole entry, looked up): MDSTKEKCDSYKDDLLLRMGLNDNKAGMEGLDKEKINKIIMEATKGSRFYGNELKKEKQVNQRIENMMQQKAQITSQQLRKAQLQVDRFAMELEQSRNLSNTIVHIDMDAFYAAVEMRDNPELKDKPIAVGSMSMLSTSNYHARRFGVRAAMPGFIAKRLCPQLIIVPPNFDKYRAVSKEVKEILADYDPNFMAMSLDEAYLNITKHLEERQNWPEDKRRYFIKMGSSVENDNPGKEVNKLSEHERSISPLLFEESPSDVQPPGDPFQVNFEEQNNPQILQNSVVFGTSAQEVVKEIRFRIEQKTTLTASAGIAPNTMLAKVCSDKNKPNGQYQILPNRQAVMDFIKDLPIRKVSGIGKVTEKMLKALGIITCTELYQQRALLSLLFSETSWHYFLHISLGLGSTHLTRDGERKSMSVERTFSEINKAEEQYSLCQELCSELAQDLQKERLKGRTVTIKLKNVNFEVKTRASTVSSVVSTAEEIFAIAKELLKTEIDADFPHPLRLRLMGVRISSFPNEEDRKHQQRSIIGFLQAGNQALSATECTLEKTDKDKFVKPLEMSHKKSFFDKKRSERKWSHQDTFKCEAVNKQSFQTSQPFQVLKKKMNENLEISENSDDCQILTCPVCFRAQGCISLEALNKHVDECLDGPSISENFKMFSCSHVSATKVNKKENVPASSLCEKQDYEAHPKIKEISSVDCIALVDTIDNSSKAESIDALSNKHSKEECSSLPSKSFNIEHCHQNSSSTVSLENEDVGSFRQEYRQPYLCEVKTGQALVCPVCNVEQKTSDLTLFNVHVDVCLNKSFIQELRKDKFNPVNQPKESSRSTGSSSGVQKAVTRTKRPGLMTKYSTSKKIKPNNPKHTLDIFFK
#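 Kinetic fluorescence readout at 0 and 10 min followed reaction start with substrate at 50 nM final. Beforehand, enzyme (10 nM Pol kappa) stood 15 min with compound at room temperature; buffer-only wells were negative controls.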
# Pol beta inh: qHTS Assay for Inhibitors of DNA Polymerase Beta | P06746 | actives 1.3% (n = 340,000) | Pol beta primer extension/strand displacement, fluorescence kinetic | Potency, µM (doses to about 114 µM), for inactives: at the highest dose activity change, negative = inhibition, hits mostly inhibitors; further: on the % scale 0 is the no-effect control and ±100 the full control effect
#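 Pol beta (10 nM) was preincubated with compound for 15 min at room temperature. The reaction was then started with 50 nM substrate and read immediately and after a further 10 min at room temperature.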
# G9a inh: qHTS Assay for Inhibitors of Histone Lysine Methyltransferase G9a; Histone-lysine N-methyltransferase EHMT2 (Homo sapiens), Q96KQ7; G9a H3K9 monomethylation, AlphaScreen, 2 h; Potency, µM (titrated, usually from 102 µM), without a hit: top-dose activity, negative = inhibition, hits mostly inhibitors; actives 8.8% (n = 350,000); AID 504332, 2011; further: on the % scale 0 is the no-effect control and ±100 the full control effect; nearly all actives have a fitted effect of over 75% in size
#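 Step 1: enzyme (final 20 nM) with compound, 15 min RT. Step 2: substrate peptide 500 nM and SAM 20 uM, 2 h RT. Step 3: anti-H3K9me1 antibody and AlphaScreen beads, 10 min, then plate read.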
# An asterisk follows results filed as active; ? = inconclusive; / = no result given; & = joins results of further samples; [ ] = dose if it differs, or a comment. The call rests on the fitted dose curve; in most records, active means well fitted curve in the direction sought with a large enough effect; inconclusive means small, poorly fitted or top-dose-only effect, or another doubt; inactive means no such curve, though single readings can be large; an effect the other way counts as inactive or inconclusive. Potency means the concentration at half of the fitted maximal effect. Some of the compounds tested. The share of hits here may be higher or lower than overall.
cpd	BLM inh	Apoferritin bind	APEX1 inh	Pol eta inh	POLI inh	BAZ2B block	Pol kappa inh	Pol beta inh	G9a inh	mol
1	-4%	-10%	/	3%	-18%	0%	-7%[60.1 µM]	-2%	1%[59 µM]	COC(=O)c1cc(C)nc2c1c(=O)nc(SCc1ccccc1F)n2C1CC1
2	1%	-2%	5%	-5%	26%	?	10%	-19%	?	Cn1c(C(=O)N2CCC(C(=O)N3CCN(Cc4ccc5c(c4)OCO5)CC3)CC2)cc2sccc21
3	-5%	-7%	/	-7%	8%	-14%	-6%	31%	-34%[59 µM]	COc1ccccc1N1CCN(C(=O)CN2C(=O)COc3ccc(S(=O)(=O)N4CCC(C)CC4)cc32)CC1
4	3%	2%	21%	-22%	134%[activator]	9%	-1%	32%	-17%[59 µM]	O=C1CC(SC2=NCCS2)C(=O)N1c1ccc(Cl)cc1 (stereo unspecified)
5	-1%	-5%	4%	-10%	39%[activator]	-31%	-6%	2%	/	COc1ccc2cc(C(=O)C3CCCN(Cc4cccc(C)n4)C3)ccc2c1 (stereo unspecified)
6	-1%	-10%	-2%	-13%	15%	-1%	-14%	49%	/	CN(C(=O)C(=O)c1cn(CC(=O)N2CCCC2)c2ccccc12)C1CCCCC1
7	-5%	-14%	34%	-11%	-3%	8%	12%	3%	28%	CCCOC(=O)C(C)n1cnc2scc(-c3ccc(C)cc3)c2c1=O (stereo unspecified)
8	-11%	-9%	2%	-22%	54%[activator]	-29%	3%	2%	0%	CCOC(=O)C1CCCN(CC(=O)Nc2nc(-c3ccccc3)cs2)C1 (stereo unspecified)

# Screen by screen, as entered above.
# POLI inh, entries 1–8: -18%, 26%, 8%, 134%[activator], 39%[activator], 15%, -3%, 54%[activator]

# New compounds follow
cpd	BLM inh	Apoferritin bind	APEX1 inh	Pol eta inh	POLI inh	BAZ2B block	Pol kappa inh	Pol beta inh	G9a inh	mol
9	1%	-15%	-3%	-9%	9%	3%	-13%	8%	-1%[59 µM]	CCOC(=O)C(NC(=O)CC)(Nc1ccc(S(=O)(=O)Nc2cc(C)on2)cc1)C(F)(F)F (stereo unspecified)
10	-17%	-3%	-3%	-12%	?	-5%	-10%	?	-7%[59 µM]	Cc1ccc(C(=O)N/N=C\c2cc3c(cc2Br)OCO3)s1
11	-7%	-2%	-8%	-17%	112%[activator]	-16%	4%	-19%	50µM*	CCCNC(=O)COC(=O)/C=C/c1ccc(C)o1
12	-3%	-11%	1%	-18%	-17%	3%	-17%	-3%	44%[12.7 µM]	O=C(COc1cccc2ccccc12)NNC(=O)c1cccs1
13	-5%	-11%	2%	-13%	98%[activator]	-24%	-5%	-23%	-3%	COc1ccc(NC(=O)c2cc([N+](=O)[O-])ccc2N2CCCC2)cc1
14	1%	-2%	0%	-17%	-6%	13%	-13%	15%	16%[59 µM]	COc1ccc(S(=O)(=O)N2CCCC2C(=O)Nc2ccc(C(C)=O)cc2)cc1 (stereo unspecified)
15	/	/	-9%	-13%	-24%	/	-14%	/	/	COc1cccc(OC)c1C(=O)Nc1cccc(S(=O)(=O)Nc2ccccc2Cl)c1
16	/	/	-7%	-7%	14%	/	-8%	/	/	COc1ccc(S(=O)(=O)N2CCN(C(=O)c3cc(C)nc4ccccc34)CC2)cc1OC
17	-3%	-18%	3%	-12%	?	-16%	-24%	1%	-25%[59 µM]	CCCCCC(=O)NC(Nc1ccc(S(N)(=O)=O)cc1)C(Cl)(Cl)Cl (stereo unspecified)
18	-1%	-11%	-2%	-6%	41%	10%	-13%	-2%	-22%	CCN(CC)S(=O)(=O)c1ccc(C(=O)N2CCCCC2)cc1
19	-13%	-20%	?	?	?	?	?	10µM*	14%[59 µM]	O=C(OCc1cc(=O)n2c(n1)sc1ccccc12)c1ccc2c(=O)n3c(nc2c1)CCC3
20	-8%	-12%	9%	-17%	22%	-1%	-5%	16%	2%[59 µM]	COC(=O)c1cc(Cc2ccc(N)c(C(=O)OC)c2)ccc1N
21	-7%	27%	-3%	-18%	10%	-30%	-16%	?	-45%[59 µM]	N#CC1=C(SCc2ccc(C#N)cc2)N=C(N)C(c2nc(-c3ccccc3)cs2)C12CCCCC2 (stereo unspecified)
22	2%	-2%	2%	-7%	78%[activator]	-4%	-8%	29%	2%	O=C(COc1ccccc1[N+](=O)[O-])N1CCN(S(=O)(=O)c2ccccc2)CC1
23	-5%	-8%	-1%	14%	29%	-6%	-6%	-2%	28%	Cn1ccnc1C(=O)c1ccc(Cl)c(S(=O)(=O)N2CCOCC2)c1
24	-1%	-5%	-4%	-4%	186%[activator]	-19%	-14%	-19%	19%[59 µM]	O=C(Cc1cccc2ccccc12)Nc1cccnc1
25	-1%	0%	12%	-8%	?	3%	-4%	29%	/	Cn1c(N)c(C(=O)COC(=O)COc2ccc(C#N)cc2)c(=O)n(C)c1=O
26	-19%	-8%	-5%	3%	9%	9%	-20%	-1%	/	COC(=O)c1cc(C)sc1NC(=O)CN1CCN(C(=O)c2ccco2)CC1
27	2%	-9%	14%	1%	10%	10%	2%	1%	-1%[12.7 µM]	COC(=O)c1ccc(NS(=O)(=O)c2cc(C)ccc2OC)cc1
28	-5%	?	-2%	-19%	14%	4%	-8%	5%	0%[59 µM]	O=C(COc1cccc2ccccc12)Nc1nc2ccccc2[nH]1
29	-1%	?	5%	-15%	29%	-15%	-19%	-3%	-20%[59 µM]	CCc1ccc(C(=O)COC(=O)C(CCSC)NC(=O)c2ccccc2)cc1 (stereo unspecified)
30	4%	-9%	14µM*	/	/	/	22µM*	/	?	O=C(O)C(S)[C@@H](S)C(=O)O (stereo partly specified)
31	2%	-2%	2%	5%	107%[activator]	-17%	2%	10%	36%	CCN(C(=O)Cn1cc(C(F)(F)F)ccc1=O)c1c(N)n(Cc2ccccc2)c(=O)[nH]c1=O
32	1%	-17%	2%	-11%	26%	4%	3%	3%	?	CCCCn1c(CN2CCN(C)CC2)nc2ccccc21
33	/	/	5%	-18%	28%	-7%	2%	/	12%[2.33 µM]	NS(=O)(=O)c1ccc(N2CCOCC2)c(C(=O)NCCCSc2ccccc2)c1
34	-4%&-4%	?	-4%&-9%	-18%	-3%	-11%&-13%	-13%	0%&0%	-8%[12.7 µM]	COC(=O)C1=C(C)N(Cc2ccccc2)C(=NCc2cccc(C(F)(F)F)c2)N[C@H]1c1cccc(F)c1
35	-2%	-5%	2%	-15%	0%	/	6%	3%	-7%[59 µM]	CCCCc1ccc(-c2nc(-c3ccncc3)no2)cc1
36	-4%	-10%	42%[activator]	11%	4%	?	-4%	?	45µM*	Clc1cccc(CNc2nc(-c3cccnc3)nc3ccccc23)c1
37	1%	-2%	26%	-7%	7%	1%	-13%	-10%	15%	NC(=O)c1ccc(Sc2nnc(-c3cccs3)n2CC2CCCO2)c([N+](=O)[O-])c1 (stereo unspecified)
38	-5%	-1%	-8%	-8%	-14%	-12%	-19%	18%	-19%	CC(=O)Nc1nnc(SCc2cc(=O)c(OC(=O)c3ccccc3)co2)s1
39	-6%	0%	0%	-24%	-11%[58.9 µM]	44%[activator]	-15%	1%	42%[activator][59 µM]	COc1cccc(C(=O)n2ccc(-c3cccs3)n2)c1
40	-2%	-4%	0%	-8%	22%	3%	-6%	3%	-45%[59 µM]	O=C(Nc1ccncc1)c1c(F)cccc1F

# Excerpt: entries 38–40
cpd	BLM inh	Apoferritin bind	APEX1 inh	Pol eta inh	POLI inh	BAZ2B block	Pol kappa inh	Pol beta inh	G9a inh	mol
38	-5%	-1%	-8%	-8%	-14%	-12%	-19%	18%	-19%	CC(=O)Nc1nnc(SCc2cc(=O)c(OC(=O)c3ccccc3)co2)s1
39	-6%	0%	0%	-24%	-11%[58.9 µM]	44%[activator]	-15%	1%	42%[activator][59 µM]	COc1cccc(C(=O)n2ccc(-c3cccs3)n2)c1
40	-2%	-4%	0%	-8%	22%	3%	-6%	3%	-45%[59 µM]	O=C(Nc1ccncc1)c1c(F)cccc1F

# Going on with the list:
cpd	BLM inh	Apoferritin bind	APEX1 inh	Pol eta inh	POLI inh	BAZ2B block	Pol kappa inh	Pol beta inh	G9a inh	mol
41	-20%	-12%	?	-14%	-25%	?	-19%	50µM*	0%	Cc1c(CCC(=O)O)c(=O)oc2cc(OCc3ccccc3Br)ccc12
42	-2%	4%	1%	-8%	66%[activator]	7%	-21%	4%	-24%[12.7 µM]	COCc1cc(=O)n2[nH]c(C)nc2n1
43	-4%	2%	7%	6%	7%	-19%	-5%	-24%	45µM*	COc1cc(C(=O)O)ccc1OCc1ccncc1
44	-5%	4%	-3%	-8%	29%	-13%	-17%	-2%	-28%[59 µM]	Cc1ccc(C(C(=O)NC2CCCC2)N(C(=O)Cc2cccs2)c2ccc(C)c(C)c2)o1 (stereo unspecified)
45	-16%	-2%	20%	-4%	129%[activator]	-7%	-4%	31%	1%[59 µM]	Cc1ccc(NC(=O)c2cnccn2)cc1
46	-3%	?	18%	-13%	-4%	50µM*	-1%	0%	1.3µM*	CC(=O)Nc1ccc(S(=O)(=O)NNc2ccc([N+](=O)[O-])cc2)cc1
47	/	/	-7%	-2%	61%[activator]	/	-11%	/	/	COc1cccc(NC(=O)COC(=O)c2ccc3ccccc3n2)c1
48	-5%	-9%	-4%	-12%	27%	4%	-2%	11%	/	CC(NC(=O)CCc1ccccc1)c1ccc2c(c1)OCO2 (stereo unspecified)

# Entries listed so far printed as active in APEX1 inh.
cpd	BLM inh	Apoferritin bind	APEX1 inh	Pol eta inh	POLI inh	BAZ2B block	Pol kappa inh	Pol beta inh	G9a inh	mol
30	4%	-9%	14µM*	/	/	/	22µM*	/	?	O=C(O)C(S)[C@@H](S)C(=O)O (stereo partly specified)
